Source: PubChem BioAssay
MRP reversal – MRP-mediated drug resistance reversal; H69AR cells + 2 uM doxorubicin, CellTiter-Glo, 72 h; differential viability (reversal), % at 10 µM; hit rate 0.04% among 85,000;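 active means viability drop by adding the cancer drug above about 55%, with treated viability meeting a 40% cutoff, limit read from the data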;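 further: viability without doxorubicin minus viability with 2 µM doxorubicin for each compound; larger differential means the compound sensitizes cells more to doxorubicin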
NFkB transloc pot – enhances IL-1B driven NFkB nuclear translocation | HUVEC IL-1B NFkB p65 nuclear translocation imaging | activation, % at 2 µM | hit rate 0.3% among 94,000 | AID 819;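 active means activation above 40%, about the mean plus 3 SD, also judged a hit on visual image review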;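 further: percent activation is computed from the nuclear over cytoplasmic p65 intensity ratio; values of inactives mirror those of a sister screen read the other way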
IL1B NFkB inh – blocks IL-1B driven NFkB nuclear translocation in HUVEC cells. hit rate 0.43% among 94,000. AID 796. HUVEC IL-1B NFkB p65 nuclear translocation imaging. inhibition, % at 2 µM;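 active means inhibition above about 30% together with a positive call from visual inspection of the well image, limit read from the data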;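 further: nuclear over cytoplasmic p65 intensity ratio measured by imaging; 0% = IL-1B stimulated DMSO wells and 100% = unstimulated DMSO wells; values of inactives mirror those of a sister screen read the other way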
Bcl-B TR3 displacers – displacers of TR3 peptide from Bcl-B, primary screen, selectivity assay for Bfl-1 inhibitor project, biochemical, fluorescence polarization | FP displacement of FITC-TR3 peptide from Bcl-B; higher % means a stronger effect | displacement, % at 20 µM; hits with a dose series show IC50 in µM | hit rate 0.11% among 96,000 | AID 748;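 active means displacement above 50% at 20 µM plus a fluorescence interference ratio under 1.5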;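 further: plate controls were wells without compound for no effect and wells lacking Bcl-B protein for full effect; a part of the inactive calls stands beside numbers as strong as those of hits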
PLAP inhibitors HTS – PLAP enzyme inhibitors, biochemical, luminescence, HTS (AID 690). hit rate 0.08% among 96,000. inhibition, % at 20 µM; hits with a dose series show IC50 in µM. purified PLAP, luminescent substrate; higher % means a stronger effect; in the data active means a potency from the dose series; inactive means the rest, 99 in 100 with inhibition below about 30%; further: strong numbers were not always called active
MRP reversal cytotoxicity – recorded beside MRP reversal, whose call it bears; viability, %; H69AR cells, CellTiter-Glo, 72 h; measured here: cytotoxicity without doxorubicin
MRP reversal with doxorubicin – further read-out of MRP reversal, marked with its call; viability, %; measured here: viability with 2 uM doxorubicin; hits give low values
IL1B NFkB inh cell count 2 µM – recorded beside IL1B NFkB inh, whose call it bears; cell count; measured here: cells passing quality filter;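 raw number of nuclei counted in each imaged well without normalization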
NFkB transloc pot cell count 2 µM – also measured in NFkB transloc pot; calls as there; cell count; measured here: cells passing quality filter
Numbers without * were called inactive; . = not tested or not shown. A portion of the library, so the mix of outcomes need not match the whole.

molecule	MRP reversal	MRP reversal cytotoxicity	MRP reversal with doxorubicin	NFkB transloc pot	NFkB transloc pot cell count 2 µM	IL1B NFkB inh	IL1B NFkB inh cell count 2 µM	Bcl-B TR3 displacers	PLAP inhibitors HTS
CCCCOc1ccc(-c2cc(C(=O)NNC(=S)NCC)c3ccccc3n2)cc1	.	.	.	-1	173	1	173	7%	-23%
O=C(O)C1C2C=CC(C2)C1C(=O)NC1CCS(=O)(=O)C1 (stereo unspecified)	10	85	75	27	209	-27	209	7%	8%
O=S(=O)(c1cc(Cl)ccc1Cl)N1CCCCC1	12	83	71	-9	150	9	150	9%	2%
O=C(NCc1ccco1)c1cc(S(=O)(=O)N2CCOCC2)c(Cl)cc1Cl	1	94	93	.	.	.	.	-9%	12%
Cc1ccccc1-n1c(C)cc(/C=N/NC(=O)c2ccncc2)c1C	.	.	.	-4	90	4	90	30%	-67%
N#Cc1cc(-c2ccccc2)nnc1Oc1ccccc1	.	.	.	9	136	-9	136	-2%	16%
CN(CC(=O)N1CCCC1)S(=O)(=O)c1ccc(Cl)cc1	-1	99	100	-3	63	3	63	-9%	19%
CC(C)(C)C(=O)C(Cc1ccccc1)n1cncn1 (stereo unspecified)	14	95	82	-3	177	3	177	1%	8%
CN(Cc1ccccc1)C(=O)Cn1nc(C(F)(F)F)c2c1CCC2	13	100	86	2	59	-2	59	-6%	-4%
CC(=O)NC1C(=O)N(C)c2ccc(Br)cc21 (stereo unspecified)	16	99	82	4	171	-4	171	-4%	-22%
Cc1cc(N2CCN(S(=O)(=O)c3ccc4c(c3)OCCO4)CC2)n2ncnc2n1	11	89	78	-6	94	6	94	-5%	-36%
Cc1cccc(-n2c(SCC(N)=O)nnc2-c2ccccn2)c1C	6	101	95	-4	175	4	175	10%	-32%
COc1ccccc1C1CN(c2ccccc2)N=C1c1cccs1 (stereo unspecified)	4	79	76	9	143	-9	143	2%	-7%
COc1ccc(CNc2nc(SC)n[nH]2)cc1OC	1	102	101	-14	75	14	75	-4%	-20%
O=C(CN(c1ccc(Cl)c(C(F)(F)F)c1)S(=O)(=O)c1ccccc1)N/N=C/c1cccc2c1OCCO2	.	.	.	5	182	-5	182	-21%	9%
O=C(CCC1N=C2c3ccccc3N=C(SCc3ccc(F)cc3)N2C1=O)NCc1ccco1 (stereo unspecified)	5	66	61	-5	162	5	162	-3%	-55%
Cc1ccc2nc(NC3=NCN(Cc4ccccc4)CN3)nc(C)c2c1	-29	63	92	.	.	.	.	-21%	-19%
COC(=O)c1ccc(S(=O)(=O)c2ccccc2)c(N)c1	9	96	87	5	98	-5	98	3%	22%
COc1ccc(OC)c(S(=O)(=O)N2CCC(C(=O)N3CCN(Cc4ccccc4)CC3)CC2)c1	8	71	63	-15	91	15	91	-5%	-52%
COc1ccc(-n2c(N)c(Br)c(=O)[nH]c2=O)cc1	3	100	97	4	105	-4	105	-2%	-9%
Cn1c(CCNC(=O)c2ccc(Cl)cc2)n[nH]c1=S	.	.	.	.	.	.	.	0%	-5%
CCOC(=O)c1c(NC(=O)C(F)(OC)C(F)(F)F)sc(C(=O)N2CCCCC2)c1C (stereo unspecified)	-22	72	94	-12	150	12	150	-11%	-18%
COc1cccc(C(=O)N2CCCc3ccccc32)c1	-4	99	102	-2	124	2	124	1%	10%
O=C(COC(=O)C(O)c1ccccc1)c1ccc2c(c1)OCCO2 (stereo unspecified)	1	102	101	-5	155	5	155	.	.
N=C1C(c2ccccc2)=C(O)C2CCc3ccccc3N12 (stereo unspecified)	3	93	90	.	.	.	.	14%	15%
O=C(CN1CCN(c2ncccn2)CC1)N(Cc1ccccc1)c1ccc(F)cc1	11	110	99	-6	41	6	41	9%	-61%
Cc1cc(-n2nc(C)cc2C)nc(NS(=O)(=O)c2ccccc2Cl)n1	18	109	91	-1	155	1	155	-23%	-55%
CCOC(=O)C1CCCN(C(=O)N2CCOCC2)C1 (stereo unspecified)	-6	95	101	-5	109	5	109	9%	5%
Cc1ccc(-c2cn(S(=O)(=O)c3ccc(C)cc3)nc2N)cc1	2	95	93	-10	83	10	83	-1%	8%
CCCCc1ccc(NC(=O)CC(C)=O)cc1	0	99	99	10	166	-10	166	-10%	2%

Single records (already shown). Screens in order: MRP reversal	MRP reversal cytotoxicity	MRP reversal with doxorubicin	NFkB transloc pot	NFkB transloc pot cell count 2 µM	IL1B NFkB inh	IL1B NFkB inh cell count 2 µM	Bcl-B TR3 displacers	PLAP inhibitors HTS
Cc1ccc2nc(NC3=NCN(Cc4ccccc4)CN3)nc(C)c2c1 as listed: -29	63	92	.	.	.	.	-21%	-19%
O=C(COC(=O)C(O)c1ccccc1)c1ccc2c(c1)OCCO2 (stereo unspecified) as listed: 1	102	101	-5	155	5	155	.	.
COC(=O)c1ccc(S(=O)(=O)c2ccccc2)c(N)c1 as listed: 9	96	87	5	98	-5	98	3%	22%

(further entries)
molecule	MRP reversal	MRP reversal cytotoxicity	MRP reversal with doxorubicin	NFkB transloc pot	NFkB transloc pot cell count 2 µM	IL1B NFkB inh	IL1B NFkB inh cell count 2 µM	Bcl-B TR3 displacers	PLAP inhibitors HTS
CC(=O)N1C(=O)C2(C(C#N)=C(N)Oc3c2c(C)nn3-c2ccccc2)c2ccccc21 (stereo unspecified)	-2	82	84	-3	90	3	90	11%	3%
COc1ccccc1-c1c(C)nn2c(C)c(C(C)=O)cnc12	-9	90	99	-7	122	7	122	-3%	16%
O=C(Nc1ccccc1N1CCCC1)c1ccco1	7	89	81	7	107	-7	107	-6%	16%
O=C(Nc1nccs1)c1ccc(S(=O)(=O)NCC2CCCCC2)cc1	-13	51	64	7	172	-7	172	2%	11%
O=c1c2ccccc2nc(SCc2cc(F)ccc2F)n1C1CCCC1	.	.	.	1	104	-1	104	6%	2%
CCCCC(NS(=O)(=O)c1ccc(OC)cc1)C(=O)O (stereo unspecified)	3	103	101	.	.	.	.	-26%	-6%
CN(CC(=O)NC(=O)NCc1ccco1)Cc1nc2ccccc2c(=O)[nH]1	2	85	84	.	.	.	.	24%	-132%
CCN(CC)S(=O)(=O)c1ccc(NC(=O)c2ccc(N(C)S(C)(=O)=O)cc2)cc1	3	92	89	-9	146	9	146	.	.
O=S(=O)(c1ccc(OCc2nc3ccccc3s2)c(Cl)c1)N1CCOCC1	.	.	.	.	.	.	.	-2%	-36%
COc1cc(C(=O)OC(C)C(=O)NCC2CCCCC2)cc(NC(=O)c2ccco2)c1OC (stereo unspecified)	-34	13	47	0	152	0	152	-6%	-36%
CCOC(=O)N1CCN(c2cc3nccnc3cc2F)CC1	-1	87	89	8	135	-8	135	-8%	10%
Cc1ccc(C(=O)CC2(O)C(=O)N(Cc3ccccc3)c3ccccc32)o1 (stereo unspecified)	-4	40	45	28	128	-28	128	4%	8%
CCC(=O)Nc1ccc(C(=O)n2nc(C)cc2C)cc1	-8	84	92	25	187	-25	187	-8%	-7%
O=C(/C=C/c1ccccc1)NNC(=O)c1cccnc1	.	.	.	14	101	-14	101	-2%	-99%
Cn1c(Nn2cnnc2)nc2ccccc21	-8	98	106	15	140	-15	140	-4%	11%
COc1ccc(C(=O)Nc2ccc(Cl)cc2C(=O)NCc2ccco2)cc1OC	-2	75	77	11	111	-11	111	1%	2%
COCCN(CC(=O)NCc1ccccc1)C(=O)CCC(=O)Nc1nccs1	3	99	96	41*	192*	-41	192	-5%	-8%
O=C(COc1ccc(Cl)cc1Cl)N(Cc1ccco1)C1CCS(=O)(=O)C1 (stereo unspecified)	20	94	74	-2	108	2	108	0%	-18%
CCOC(=O)c1nn(-c2cccc(C)c2)cc1C(=O)c1ccccc1	.	.	.	3	192	-3	192	0%	-76%
CCOC(=O)c1csc(NC(=O)c2ccc(OC)c(OC)c2)n1	5	81	76	-6	139	6	139	0%	-5%
CCOC(=O)Nc1ccc(C)cc1C	6	96	90	17	212	-17	212	2%	19%
COc1nc(N)nc(N2CCOCC2)n1	.	.	.	.	.	.	.	-11%	15%
CC1(C)Cc2ccccc2-c2nc(NCCCO)n(-c3ccccc3)c(=O)c21	22	62	40	.	.	.	.	2%	-76%
COC(=O)c1cc(CC(=O)c2ccc(O)cc2O)c(C)o1	4	92	88	1	67	1	67	2%	1%
CCn1cc(C(=O)N2CCN(c3cccc(Cl)c3)CC2)c2cc(OC)c(OC)cc2c1=O	.	.	.	-13	130	13	130	-18%	-59%
Cc1cc(C)c(S(=O)(=O)N(CC(=O)NCc2cccnc2)C2CCCCC2)c(C)c1	-10	97	107	24	123	-24	123	-6%	-132%
Cc1nnc(SCCn2c(N3CC(C)CC(C)C3)nc3c2c(=O)[nH]c(=O)n3C)s1 (stereo unspecified)	2	90	88	15	113	-15	113	-4%	-10%
CCOC(=O)C1CCN(C(=O)N(C)C)CC1	4	100	96	19	142	-19	142	-14%	-5%
COc1ccccc1N1CCN(Cc2nc(N)nc(Nc3ccccc3)n2)CC1	1	79	78	-1	95	1	95	-1%	-43%
Cc1[nH]n(-c2cccc(Cl)c2)c(=O)c1-c1ccccc1	3	114	110	7	175	-7	175	0%	16%
O=C(c1ccco1)n1nc(-c2ccccc2)nc1NCc1ccco1	8	81	73	15	136	-15	136	-2%	9%
O=C(NC1CC1)C1CCC(=O)N1C1CCCC1 (stereo unspecified)	3	93	89	22	140	-22	140	0%	-8%
CCN(CCNC(=O)C1CCN(S(=O)(=O)CC)CC1)c1ccccc1	4	88	84	8	133	-8	133	-7%	-41%
CN1C(=O)SC(Nc2ccc(F)cc2)C1=O (stereo unspecified)	6	101	95	1	185	-1	185	-6%	16%
CC(NC(=O)Nc1ccc(O)cc1)(C(F)(F)F)C(F)(F)F	.	.	.	-6	146	6	146	.	.
Cc1cccc(NC(=S)NNC(=O)c2sccc2C)c1	.	.	.	-17	182	17	182	-2%	-109%
CC(=O)Nc1ccc(OC(F)(F)C(F)C(F)(F)F)c(NC(C)=O)c1 (stereo unspecified)	-5	96	101	-16	123	16	123	1%	16%
Cc1cc(C)nc(NC2=NCC(=O)N2c2ccc(Cl)cc2)n1	.	.	.	1	111	-1	111	0%	-64%
CSc1ccc(C(=S)N2CCN(CCO)CC2)cc1	8	90	82	-3	116	3	116	1%	16%
